High-throughput results (PubChem)
HTR1E antagonist: blocks the human 5-HT1E serotonin receptor; 65,000 compounds, 0.99% hits; inhibition, % at 6 µM; P28566; AID 571; CHO 5-HT1E Ga15 NFAT-bla reporter, FRET, antagonist;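 active means inhibition above a set limit, the mean inhibition across every tested compound plus 3 SD, cut at about 29% in these data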;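 further: signal is the 460 over 535 nm emission ratio of beta-lactamase substrate; 0% = agonist plus DMSO wells and 100% = wells without agonist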
NADH enzymes: inhibitors of enzymes used to reach an NAD/NADH endpoint | 65,000 compounds, 0.02% hits | AID 774 | IC50, µM (series often up to 10 µM), for the others: at the top dose inhibition | coupled PK/LDH NADH assays, four targets;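 active means single-dose screening hits from any of four coupled enzyme assays that gave an IC50 when retested across doses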;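 further: the DPM-DC format reads NADH fluorescence rather than 340 nm absorbance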
SF-1 act: activates the human nuclear receptor SF-1; Q13285; CHO-K1 Gal4-SF-1 LBD luciferase reporter; % increase over DMSO SF-1-specific signal; activation, % at 10 µM; 65,000 compounds, 1.9% hits; AID 522;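 active means activation above the mean activation of all tested compounds plus 3 SD, cut at about 50% in these data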
Target sequence (Q13285 whole entry, looked up, the tested form may be a part): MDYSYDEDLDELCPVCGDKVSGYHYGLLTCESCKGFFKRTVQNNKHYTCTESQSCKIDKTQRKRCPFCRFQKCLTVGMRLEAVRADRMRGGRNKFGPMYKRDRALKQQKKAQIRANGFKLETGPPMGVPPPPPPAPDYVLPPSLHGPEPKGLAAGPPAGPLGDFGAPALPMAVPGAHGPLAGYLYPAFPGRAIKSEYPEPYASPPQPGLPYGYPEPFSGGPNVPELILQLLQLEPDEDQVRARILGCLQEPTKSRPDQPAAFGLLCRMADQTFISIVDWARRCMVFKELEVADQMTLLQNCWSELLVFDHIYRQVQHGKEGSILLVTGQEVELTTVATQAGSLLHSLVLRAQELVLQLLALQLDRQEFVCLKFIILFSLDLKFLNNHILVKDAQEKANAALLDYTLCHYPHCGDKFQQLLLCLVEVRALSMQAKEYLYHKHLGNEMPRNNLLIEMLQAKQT
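Material: Gal4–SF-1 LBD one-hybrid luciferase reporter in CHO-K1 cells | Amount: 4,000 cells per well | Compound dosing: 10 µM single point, 1% DMSO | Schedule: 20 h compound treatment, 37 °C | Measured by: SteadyLite luciferase luminescence | Evaluation: Percent activation versus DMSO | Control set: DMSO-treated SF-1-transfected cells as negative, DMSO-treated mock-transfected cells lacking SF-1 as background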
MMP-13 inhibitor: blocks human MMP13 activity; P45452; inhibition, % at 4 µM; AID 570; MMP-13 fTHP FRET cleavage, Mca fluorescence; 65,000 compounds, 0.07% hits;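 active means inhibition above the mean of compound-free control plate wells plus 3 SD, cut at about 14% in these data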;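 further: 0% = DMSO wells and 100% = wells with reference MMP-13 inhibitor after basal subtraction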
RORa activator: activates the human nuclear receptor RORA | P35398 | CHO-K1 Gal4-RORA LBD luciferase reporter, luminescence; percent increase over mock-subtracted basal signal | activation, % at 10 µM | 65,000 compounds, 1.5% hits | AID 560;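 active means activation above the mean of all tested compounds plus 3 SD, cut at about 49% in these data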;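 further: 0% = DMSO-treated RORA cells and 100% = added signal equal to DMSO minus mock-transfected cells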
5-HT1A blocker: antagonists of human 5-HT1a serotonin receptor; P08908; CHO 5-HT1a Ga15 NFAT-bla reporter, antagonist mode; inhibition, % at 10 µM; 62,000 compounds, 0.68% hits;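 active means inhibition above the mean of all tested compounds plus 3 SD, cut at about 43% in these data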;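 further: receptor stimulated by 5-CT agonist at 100 nM near EC80; beta-lactamase reporter measured by ratiometric fluorescence of a cleavable substrate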
Target sequence (P08908 whole entry, looked up): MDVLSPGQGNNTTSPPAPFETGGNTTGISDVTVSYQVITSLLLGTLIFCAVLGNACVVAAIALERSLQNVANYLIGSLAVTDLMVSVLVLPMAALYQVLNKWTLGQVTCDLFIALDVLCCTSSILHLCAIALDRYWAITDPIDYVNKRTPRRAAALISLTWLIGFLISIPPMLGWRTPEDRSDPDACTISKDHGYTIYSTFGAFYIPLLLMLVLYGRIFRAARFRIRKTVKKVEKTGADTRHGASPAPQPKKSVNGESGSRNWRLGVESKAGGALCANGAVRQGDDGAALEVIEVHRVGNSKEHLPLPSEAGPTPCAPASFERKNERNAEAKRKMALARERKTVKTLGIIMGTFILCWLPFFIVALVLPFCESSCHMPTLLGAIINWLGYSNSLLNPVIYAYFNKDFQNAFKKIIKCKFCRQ
5HT1a ag: 5-HT1a (human) receptor agonism. P08908. CHO 5-HT1a Ga15 NFAT-bla reporter, FRET ratio; 0% basal, 100% maximal reference agonist. activation, % at 10 µM. 65,000 compounds, 0.56% hits. AID 567;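 active means activation above the screen-wide mean activation plus 3 SD, cut at about 19% in these data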;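 further: 0% = DMSO wells and 100% = 5-CT at EC100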
5HT1E ag: agonists of human 5-HT1E serotonin receptor. activation, % at 6 µM. 65,000 compounds, 0.69% hits. CHO 5-HT1E Ga15 NFAT-bla reporter, FRET; 0% DMSO wells, 100% control agonist wells. P28566;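 active means activation above a set limit, the screen-wide mean activation plus 3 SD, cut at about 8.5% in these data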;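 further: 100% = positive control agonist at 1 µM giving full maximal response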
Ecoli tolC: growth inhibitors of E. coli BW25113 tolC mutant. OD615. growth inhibition, % at 10 µM (by protocol). 65,000 compounds, 2.2% hits. AID 573;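 active means growth inhibition at or above a cutoff equal to the mean over every tested compound plus 3 SD, cut at about 60% in these data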;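 further: growth measured after 20 h incubation at 37 °C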
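Material: E. coli BW25113 ΔtolC::kan, tolC deletion mutant strain. Measure: percent growth inhibition. Schedule: 37 °C, 20 h exposure. Doses: single-point testing at 10 µM. Signal: A615 absorbance measurement. Buffer or medium: kanamycin-containing LB broth (50 µg/mL).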
An asterisk follows results filed as active; / = no result given; [ ] = dose if it differs, or a comment.

SMILES	HTR1E antagonist	NADH enzymes	SF-1 act	MMP-13 inhibitor	RORa activator	5-HT1A blocker	5HT1a ag	5HT1E ag	Ecoli tolC
O=C(COc1ncnc2ccc(Br)cc12)Nc1ccc(N2CCOCC2)cc1	2	4%	-2	-1	-3	5	-3.6	-0.2	22
CCc1ccc(Nc2cc(C)nc3nc(C)nn23)cc1	6	9%	-7	0	7	-7	0.6	1.2	-2
COc1ccc(CNC(=O)Cc2ccc(OC)c(S(=O)(=O)N3CCOCC3)c2)cc1	-7	4%	-2	2	-12	-2	-3.8	-0.1	-10
CC(C)(C)c1[nH]nc2c1C(c1ccccc1OC(=O)N1CCOCC1)C(C#N)=C(N)O2 (centres undefined)	-6	5%	-3	1	-13	-9	-0.9	0.9	6
O=C(O)CCc1ccc(-c2ccc(Cl)cc2)n1CC(=O)O	-3	2%	-2	-12	7	0	-1.6	-0.5	-16
Cc1nc2c(C(=O)NCc3ccc4c(c3)OCO4)c[nH]n2c(=O)c1Cl	-4	15%	-3	-2	-7	9	-1.6	-0.1	23
COc1cccc2cc(C(=O)N3CCC(C)CC3)c(=O)oc12	0	4%	-19	-2	5	3	-2.2	0.3	-11
CCN(CCCNC(=O)CC(C(=O)N1CCc2ccccc21)n1ccnc1)c1ccccc1 (centres undefined)	-7	5%	4	-5	-18	-14	0.6	0.3	11
Cn1c2ccccc2c2cc(C(=O)OCC(=O)N3CC(=O)Nc4ccccc43)sc21	3	7%[fluoresces]	-1	1	4	-6	-0.2	3.0	27
COc1cc(C(=O)OCC(=O)N(C)Cc2ccccc2)cc(OC)c1OC	2	3%	-8	-1	-2	0	2.3	-0.1	-20
Cc1nc2[nH]c(=O)c3c(n2n1)NC1=C(C(=O)CC(C)(C)C1)C3c1ccccc1 (centres undefined)	-5	0%[fluoresces]	-18	-70	5	2	0.3	0.6	35
CC(=O)Nc1ccc(N/C=C/C(=O)c2ccco2)cc1	3	5%	47	8	21	11	-5.8	-1.1	-13
C/C(Cl)=C\Cn1c(N2CCCCCC2)nc2c1c(=O)n(C)c(=O)n2C	35*	6%	0	1	10	17	-0.6	-0.7	12
CCc1ccc(C(=O)NC2CCCCC2)s1	0	2%	59*	3	55*	9	-1.1	0.9	7
COc1cc(C(=O)OC2CCN(C)CC2)cc(OC)c1OC	-1	14%	13	-2	-11	-2	-2.4	-0.8	-25
c1cncc(-c2noc(-c3ccco3)n2)c1	2	6%	34	2	28	9	-0.8	0.1	-20
CC(C)N(CCc1ccncc1)C(=O)Nc1ccc(F)cc1	16	6%	-14	6	-19	16	-0.9	0.3	-4
Cn1c(Cn2c(=O)sc3ccccc32)nnc1SCc1cccc(F)c1	10	2%	-7	-3	-21	-2	-0.1	-0.1	5
CCOC(=O)C1C(=O)CC(C)(O)C(C(=O)OCC)C1c1cccs1 (centres undefined)	8	2%	-12	6	-3	9	-0.7	-0.1	-9
Cn1c(Cn2c(=O)sc3ccccc32)nnc1SCC(=O)NCc1ccc2c(c1)OCO2	-10	1%	1	-24	-26	-13	-1.7	-0.3	-7
CN1c2ccccc2N(C)C1c1ccc2c(c1)OCO2	-9	4%	-11	1	-6	-8	-1.1	0.1	0
Cc1ccc(NC(=O)CN(C)S(=O)(=O)c2cccc3nsnc23)cc1C	0	5%	-16	2	-4	-7	-2.3	0.5	19
O=C(CN1C(=O)c2ccccc2C1=O)Nc1ccccc1C(=O)N1CCCC1	-4	3%	21	2	-20	-4	0.5	5.8	-24
CC(=O)c1ccc2c(c1)Nc1ccccc1S2	6	7%	1	3	-8	3	-3.2	0.2	0

Taken from the results shown for reference:
SMILES	HTR1E antagonist	NADH enzymes	SF-1 act	MMP-13 inhibitor	RORa activator	5-HT1A blocker	5HT1a ag	5HT1E ag	Ecoli tolC
COc1cc(C(=O)OCC(=O)N(C)Cc2ccccc2)cc(OC)c1OC	2	3%	-8	-1	-2	0	2.3	-0.1	-20
Cc1nc2[nH]c(=O)c3c(n2n1)NC1=C(C(=O)CC(C)(C)C1)C3c1ccccc1 (centres undefined)	-5	0%[fluoresces]	-18	-70	5	2	0.3	0.6	35
CC(=O)Nc1ccc(N/C=C/C(=O)c2ccco2)cc1	3	5%	47	8	21	11	-5.8	-1.1	-13
C/C(Cl)=C\Cn1c(N2CCCCCC2)nc2c1c(=O)n(C)c(=O)n2C	35*	6%	0	1	10	17	-0.6	-0.7	12
CCc1ccc(C(=O)NC2CCCCC2)s1	0	2%	59*	3	55*	9	-1.1	0.9	7
COc1cc(C(=O)OC2CCN(C)CC2)cc(OC)c1OC	-1	14%	13	-2	-11	-2	-2.4	-0.8	-25
c1cncc(-c2noc(-c3ccco3)n2)c1	2	6%	34	2	28	9	-0.8	0.1	-20
CC(C)N(CCc1ccncc1)C(=O)Nc1ccc(F)cc1	16	6%	-14	6	-19	16	-0.9	0.3	-4
Cn1c(Cn2c(=O)sc3ccccc32)nnc1SCc1cccc(F)c1	10	2%	-7	-3	-21	-2	-0.1	-0.1	5
CCOC(=O)C1C(=O)CC(C)(O)C(C(=O)OCC)C1c1cccs1 (centres undefined)	8	2%	-12	6	-3	9	-0.7	-0.1	-9
Cn1c(Cn2c(=O)sc3ccccc32)nnc1SCC(=O)NCc1ccc2c(c1)OCO2	-10	1%	1	-24	-26	-13	-1.7	-0.3	-7
CN1c2ccccc2N(C)C1c1ccc2c(c1)OCO2	-9	4%	-11	1	-6	-8	-1.1	0.1	0

Next results
SMILES	HTR1E antagonist	NADH enzymes	SF-1 act	MMP-13 inhibitor	RORa activator	5-HT1A blocker	5HT1a ag	5HT1E ag	Ecoli tolC
CS(=O)(=O)N(CC(=O)N1CCCC1)c1cccc(Cl)c1	1	2%	17	-2	-18	-10	0.2	-0.1	-7
CCn1c(=O)n(CC)c2cc(S(=O)(=O)N3CCC(c4ccccc4)CC3)ccc21	9	7%	-6	4	1	3	0.8	1.2	59
Cc1ccc(S(=O)(=O)N(CC(O)CN2CCOCC2)c2cc(Cl)ccc2Cl)cc1 (centres undefined)	-3	3%	-11	2	-14	/	1.4	-1.3	9
CCc1cc2c(N3CCN(c4nnc(CC)s4)CC3)ncnc2s1	5	7%	-30	0	-30	-2	-0.8	0.6	25
Cc1csc(NC(=O)C2CCCN2C(=O)Oc2ccccc2)n1 (centres undefined)	1	4%	-17	0	-10	-2	-1.8	-0.7	-19
COc1ccc(C(=O)Nc2nnc(Cc3cccs3)s2)cc1OC	18	3%	4	-1	8	10	-1.3	-1.0	12
CC1=Nn2c(nnc2-c2ccccn2)SC1	-6	3%	13	5	6	-1	-3.1	-0.2	-18
CCOC(=O)c1sc2nc(SCC#N)n(CC3CCCO3)c(=O)c2c1C (centres undefined)	2	4%	4	2	-6	7	-1.8	-0.1	-4
CCOc1ccc(-c2nnn(CC(=O)c3cc(OC)ccc3OC)n2)cc1	4	3%	11	-5	11	7	-2.9	-1.0	-18
Cn1c(C(=O)NCCCN2CCN(c3ccc(F)cc3)CC2)cc2c(=O)n(C)c3ccccc3c21	2	2%	-40	-17	2	65*	14	1.2	28
CCCCCn1c(S(=O)(=O)O)nc2ccccc21	3	6%	0	-3	-15	-6	0.9	0.0	-5
O=c1cc[nH]c2c(C(F)(F)F)cccc12	4	1%	-17	2	-13	4	-0.5	0.5	3
CCn1c2ccccc2c2cc(/C=N/n3cnnc3)ccc21	-11	8%[fluoresces]	-3	-74[fluorescence artefact?]	-8	-1	-1.3	0.5	40
Cc1nn(C)cc1CNC(=O)c1ccc(Br)o1	13	4%	9	4	-13	/	1.3	-0.6	13
O=C(CCN1CCc2ccccc21)c1ccc2c(c1)OCCO2	11	3%	31	5	-13	/	-4.2	-0.3	1
O=C(CSc1nc2ccccc2nc1SCC(=O)N1CCCCC1)N1CCCCC1	9	5%	29	2	-11	1	2.5	-1.2	31
C=CCn1c(NCc2ccc(N(C)C)cc2)nc2ccccc21	-2	4%	21	-1	39	8	-1.3	-0.1	0
C=CCn1c(=O)n(CCOC)c(=O)c2sc3ccccc3c21	12	3%[fluoresces]	6	-72[fluorescence artefact?]	22	2	-1.3	-0.8	16
NC(=O)c1c(N)sc(=S)n1CC1CCCO1 (centres undefined)	-3	13%	12	-5	-16	-6	1.3	0.5	-12
CN(c1ccc(OCC(=O)N2CCCCC2)cc1)S(=O)(=O)c1cccs1	-4	3%	0	4	20	-8	1.2	-0.5	-7
CCOC(=O)c1cn(CC)c2ccc(S(=O)(=O)N3CC(C)CC(C)C3)cc2c1=O (centres undefined)	-5	6%	15	-4	-4	-18	0.7	-0.2	-6
O=C(c1ccco1)N1CCN(c2nc3ccsc3c(=O)s2)CC1	12	0%	18	5	8	16	-0.4	-0.3	-3
Cc1ccc(SCc2nc(-c3ccccn3)no2)cc1	1	2%	35	2	3	7	-1.8	0.0	25
CCCCCCC(=O)c1c(C)[nH]c(C(=O)OCC)c1C	36*	2%	53*	1	9	4	2.4	0.5	27
COc1cc(CC(=O)Nc2sccc2C(N)=O)cc(OC)c1OC	5	5%	-8	-1	26	6	1.2	0.2	-13
CCN(CC(=O)NC1CCCC1)S(=O)(=O)c1ccc(C)cc1	-5	0%	-20	3	-7	-5	-3.5	0.4	-9
O=C(NCCCN1CCOCC1)c1cc(-c2ccc3c(c2)OCO3)nc2ccccc12	-7	5%	24	0	-20	-10	-1.4	0.4	-13
C=CCSc1nc2ccccc2c(=O)[nH]1	6	3%	13	3	-15	-6	1.1	0.7	-9
COc1ccccc1-n1cnc2cc(C(=O)NCc3ccco3)ccc21	5	4%	0	5	-6	39	-4.1	1.5	11
CCOc1cccc(C2C(C(=O)c3ccco3)=C(O)C(=O)N2Cc2ccncc2)c1 (centres undefined)	7	3%	-2	3	-21	4	0.1	-0.8	-14
CCc1c(C)sc(NC(=O)OC)c1C(=O)N1CCOCC1	-14	/	-8	3	-7	-5	-1.2	14*	/
O=C(Nc1ccc(Br)c(Cl)c1)C1CC1	4	6%	-18	2	0	9	-2.3	0.5	17
CN(C)CCNC(CC(=O)Nc1ccc(Cl)c(Cl)c1)C(=O)O (centres undefined)	-6	4%	-11	3	6	4	0.3	0.3	-12
